uPA generation – qHTS for Inhibitors of Cell Surface uPA Generation; 0.31% of 330,000 active; Potency, µM (highest dose often 38.3 µM), inactives show top-dose activity change, negative = inhibition, actives largely listed as inhibitors; cell surface uPA generation assay, qHTS; AID 540303, 2011; active means well fitted inhibition curve with a large enough effect; inconclusive means small, poorly fitted or top-dose-only effect; inactive means no such curve, though single readings can be large or run the other way; tested in mouse RAW 264.7 cells; further: on the % scale 0 is the no-effect control and ±100 the full control effect; nearly all actives have a fitted effect of over 55% in size
BRCA1 expr up – qHTS Assay to Identify Small Molecule Activators of BRCA1 Expression. Potency, µM (highest dose often 46.1 µM), for inactives: at the highest dose activation, usual class: activators. MCF7-BRCA1-FFLuc reporter, luminescence, 48 h; response scale: scaled: vehicle 0%, 10 µM genistein 100%. 1.1% of 380,000 active. AID 624202, 2012; further: nearly all actives have a fitted effect of over 80% in size; some results filed as inactive show a strong effect at the top dose
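Using MCF7 cells harboring a BRCA1 firefly luciferase reporter, plated 2 h before compound pinning, the screen measured luminescence after 48 h incubation. Responses were normalized to DMSO and 10 microM genistein, then fitted for concentration-effect.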
VP16 counter – VP16 counterscreen qHTS for inhibitors of ROR gamma transcriptional activity. AID 2546, 2010. 3.5% of 310,000 active. Drosophila S2 Gal4-VP16 UAS-luciferase, luminescence, 20 h. Potency, µM (highest dose often 53.6 µM), for the others: at the top dose activity, negative = inhibition, actives largely listed as inhibitors;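 further: Gal4-VP16 expression switched on by copper sulfate through the metallothionein promoter; on the % scale 0 is the no-effect control and ±100 the full control effect; nearly all actives have a fitted effect of over 50% in size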
CXXC DNA block – qHTS Fluorescence Polarization Assay for Inhibitors of MLL CXXC domain - DNA interaction; Histone-lysine N-methyltransferase 2A (Homo sapiens), Q03164; Potency, µM (top dose mostly 115 µM), for the others: top-dose activity change, negative = inhibition, usual class: inhibitors; 0.037% of 290,000 active; MLL-CXXC / FITC-HOXA9 DNA fluorescence polarization; active means well fitted inhibition curve with a large enough effect in the polarisation, with a control signal flat, not every such curve was filed as active; inconclusive means small, poorly fitted or top-dose-only effect, or effect the other way, or a change in a side signal; inactive means no such curve, though single readings can be large or run the other way; the % refers to the polarisation
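Purified MLL-CXXC (added from a 7 uM solution) was preincubated 5 min at ambient with pinned compounds in 50 mM Tris-HCl pH 7.5, 50 mM NaCl, 1 mM DTT, 0.05% BSA. Fluorescein-labeled HOX-A9 DNA (50 nM solution) followed, 30 min, then polarization read.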
Rab9 prom act – qHTS Assay for Rab9 Promoter Activators; 2.8% of 320,000 active; Potency, µM (top dose mostly 9.22 µM), for the others: top-dose activation, negative = inhibition, most hits filed as activators; Huh7 Rab9 promoter-luciferase reporter, luminescence, 24 h; further: % of control where 0% means no effect; nearly all actives have a fitted effect of over 60% in size
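Huh7 cells stably carrying Rab9 promoter–luciferase reporter, plated 1500 cells/well, compound added after 2 h and incubated 24 h at 37 °C; luciferase luminescence then read after 10 min with detection reagent.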
NPC1 promoter act – qHTS Assay for NPC1 Promoter Activators; Potency, µM (highest dose often 9.22 µM), for the others: top-dose activation, most hits filed as activators; 2.4% of 320,000 active; Huh7 NPC1 promoter luciferase reporter, 24 h;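 further: % of control where 0% means no effect; nearly all actives have a fitted effect of over 60% in size; reporter is driven by a mutant NPC1 promoter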
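Luminescence from an NPC1 promoter-driven luciferase reporter in stably transfected Huh7 cells was measured after 24 h compound treatment at 37 °C, followed by 10 min ambient incubation with luciferase detection reagent.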
RORgamma inh – qHTS for inhibitors of ROR gamma transcriptional activity. Nuclear receptor ROR-gamma (Mus musculus), P51450. Drosophila S2 Gal4-RORgamma UAS-luciferase reporter, 20 h. Potency, µM (series often up to 53.6 µM), for inactives: top-dose activity change, negative = inhibition, actives largely listed as inhibitors. 5.4% of 310,000 active; further: on the % scale 0 is the no-effect control and ±100 the full control effect; nearly all actives have a fitted effect of over 60% in size
Target sequence (P51450 whole entry, looked up, the tested form may be a part): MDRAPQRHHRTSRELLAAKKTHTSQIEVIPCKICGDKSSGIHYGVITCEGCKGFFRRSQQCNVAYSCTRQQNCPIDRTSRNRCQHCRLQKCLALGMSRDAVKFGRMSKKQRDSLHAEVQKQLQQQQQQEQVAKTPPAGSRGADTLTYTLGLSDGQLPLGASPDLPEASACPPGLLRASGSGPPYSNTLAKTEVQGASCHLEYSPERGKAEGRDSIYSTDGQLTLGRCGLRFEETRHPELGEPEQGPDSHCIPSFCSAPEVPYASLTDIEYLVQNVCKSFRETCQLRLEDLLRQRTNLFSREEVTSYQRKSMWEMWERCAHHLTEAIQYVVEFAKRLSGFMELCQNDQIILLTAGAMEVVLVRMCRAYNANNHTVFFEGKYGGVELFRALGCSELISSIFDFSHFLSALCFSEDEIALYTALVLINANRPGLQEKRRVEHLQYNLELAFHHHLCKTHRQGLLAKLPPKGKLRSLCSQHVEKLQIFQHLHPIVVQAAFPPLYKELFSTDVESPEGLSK
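Drosophila Schneider cells stably carrying a metallothionein-driven Gal4 DBD–ROR gamma fusion and a UAS-Photinus luciferase reporter were exposed to compound for 1 hr, then induced with copper sulfate (700 uM final) for 20 hr at ambient temperature before luminescence reading.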
FLuc modulator – qHTS profiling assay for firefly luciferase inhibitor/activator using purifed enzyme and Km concentrations of substrates (counterscreen for miR-21 project); Luciferin 4-monooxygenase (Photinus pyralis), P08659; purified FLuc, Km substrates, luminescence inhibition; Potency, µM (doses to about 57.5 µM), inactives show top-dose activity change, negative = inhibition, actives largely listed as inhibitors; 6.9% of 360,000 active; AID 588342, 2011;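 further: plate controls were vehicle for no effect and reference inhibitor for full effect; nearly all actives have a fitted effect of over 55% in size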
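Purified P. pyralis luciferase, 10 nM final, with Km-level 10 uM D-luciferin and 10 uM ATP in 50 mM Tris acetate pH 7.5, 10 mM Mg acetate, 0.01% Tween-20, 0.05% BSA; 6-point qHTS titration about 60 µM downward; luminescence read.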
MBNL1-CUG inh – qHTS Assay for Inhibitors of MBNL1-poly(CUG) RNA binding; Muscleblind-like protein 1 (Homo sapiens), Q9NR56; TR-FRET MBNL1-His/biotin-(CUG)12 binding, 665/545 ratio; Potency, µM (highest dose often 57.5 µM), without a hit: top-dose activity change, negative = inhibition, most hits filed as inhibitors; 0.036% of 280,000 active; AID 2675, 2010; active means well fitted inhibition curve with a large enough effect in the signal ratio, with a control signal flat, not every such curve was filed as active; inconclusive means small, poorly fitted or top-dose-only effect, or effect the other way, or a change in a side signal; inactive means no such curve, though single readings can be large or run the other way; the % refers to the signal ratio; further: on the % scale 0 is the no-effect control and ±100 the full control effect
Target sequence (Q9NR56 whole entry, looked up): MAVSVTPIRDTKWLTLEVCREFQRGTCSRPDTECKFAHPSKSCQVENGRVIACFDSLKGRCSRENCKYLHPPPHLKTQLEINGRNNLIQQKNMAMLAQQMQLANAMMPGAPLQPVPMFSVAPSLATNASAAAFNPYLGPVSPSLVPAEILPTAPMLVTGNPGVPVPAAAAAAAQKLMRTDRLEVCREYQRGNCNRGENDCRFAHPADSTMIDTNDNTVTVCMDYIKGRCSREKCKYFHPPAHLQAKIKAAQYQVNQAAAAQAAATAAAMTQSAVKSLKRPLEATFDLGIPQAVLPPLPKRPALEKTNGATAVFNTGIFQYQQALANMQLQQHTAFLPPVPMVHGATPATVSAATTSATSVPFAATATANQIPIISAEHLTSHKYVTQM
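Compound titration spanned 92 nM–58 uM against the MBNL1-His/biotin-(CUG)12 complex. After 60 min at room temperature with 5 nM streptavidin-XL665 and 0.055 ng/ul terbium anti-His, ratiometric 665/545 nm emission (Ex 340 nm) normalized to controls.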
ELG1 genotox – qHTS screen for small molecules that induce genotoxicity in human embryonic kidney (HEK293T) cells expressing luciferase-tagged ELG1; HEK293T ELG1-luciferase reporter, luminescence, 16 h; AID 504466, 2011; 1.3% of 330,000 active; Potency, µM (titrated, usually from 46 µM), for the others: at the highest dose activity change, positive = activation, actives largely listed as activators; further: % of control where 0% means no effect; nearly all actives have a fitted effect of over 60% in size
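16 hr compound incubation (37 °C, 5% CO2) of HEK293T cells carrying luciferase-tagged ELG1; luciferase then measured by ONE-Glo luminescence after 30 min at RT.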
p53 reactivation – qHTS assay for re-activators of p53 using a Luc reporter | H1299 p53-A138V BP100-luciferase reporter, luminescence, 24 h | Potency, µM (top dose mostly 92.2 µM), for inactives: top-dose activity change, positive = activation, usual class: activators | 0.063% of 320,000 active | AID 504706, 2011; further: % of control where 0% means no effect; nearly all actives have a fitted effect of over 45% in size
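H1299 (p53-null), stable ts p53-A138V + BP100-Luc; 1000 cells/well, Opti-MEM/10% FBS; cpd 4 pt, 1:5; 24 h, 37 deg C, 5% CO2; detection reagent 10 min RT; luminescence.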
Starred values were filed as active, the others as inactive; ? = inconclusive; · = no result given; & = joins results of further samples; [ ] = dose if it differs, or a comment. Unless noted, the call rests on the fitted dose curve; in most records, active means well fitted curve in the direction sought with a large enough effect; inconclusive means small, poorly fitted or top-dose-only effect, or another doubt; inactive means no such curve, though single readings can be large; an effect the other way counts as inactive or inconclusive. Potency means the concentration at half of the fitted maximal effect.

The line under a structure holds: uPA generation	BRCA1 expr up	VP16 counter	CXXC DNA block	Rab9 prom act	NPC1 promoter act	RORgamma inh	FLuc modulator	MBNL1-CUG inh	ELG1 genotox	p53 reactivation
Cc1ccccc1C1c2[nH]c3ccccc3c2CCN1C(=O)c1ccc(=O)n(C)n1 (configuration not stated)
  -4%	-56%	-10%	-5%	11%	5%	31%	0%	-18%	-2%	-8%
Cc1ccccc1C(=O)NCC(=O)OC1CCCCC1=O (configuration not stated)
  -1%	14%	·	·	-1%	-3%	·	5%	·	0%	4%
O=C(Nc1cc(Br)ccc1O)c1cnn2c(C(F)F)cc(C3CC3)nc12
  5%	-48%	-1%	10%	12%	-2%	23%	1%	-10%	-6%	6%
COc1cccc(NC(=O)CN(C)C(=O)CC2CC3CCC2C3)c1 (configuration not stated)
  0%	-3%	·	·	0%	-1%	·	-7%	·	-2%	7%
C/C=C/C(=O)Nc1ccccc1Br
  -3%	5%	2%	5%	-1%	-3%	-22%	1%	-1%	1%	-3%
Cc1ccc(-c2nc3ncccn3c2Nc2ccc3c(c2)OCCO3)cc1
  1%	1%&-2%	11%	4%	0%	0%	1%	?	-1%	14%	11%
O=C(NCCC1=CCCCC1)c1ccc(Cl)cc1
  ·	·	-2%	-5%	0.28µM*	0.32µM*	26%	1.3µM*	-8%	?	-10%
CN(Cc1ccc(-n2cccn2)cc1)Cc1cn(C)nc1-c1ccccc1F
  0%	14%	2%	4%	0%	-3%	6%	3%	-10%	-3%	-1%
Cc1cc(C)cc(N(C(C)C(=O)N2CCCCC2)S(C)(=O)=O)c1 (configuration not stated)
  5%	13%	-2%	-4%	-1%	5%	-10%[10 µM]	0%	6%	5%	-2%
O=C(O)c1ccc(Nc2c3ccccc3nc3ccccc23)cc1
  11%	41%	20µM*	1%	-9%	2%	?	-20%	?	-1%	-4%

Going on with the list.
The line under a structure holds: uPA generation	BRCA1 expr up	VP16 counter	CXXC DNA block	Rab9 prom act	NPC1 promoter act	RORgamma inh	FLuc modulator	MBNL1-CUG inh	ELG1 genotox	p53 reactivation
O=C(Nc1ccc(N2CCOCC2)cc1)C1CCCN(S(=O)(=O)c2ccccc2)C1 (configuration not stated)
  -3%	1%	5%	-2%	-6%	-2%	-13%[10 µM]	2%	-3%	-1%	2%
O=c1[nH]c(Cc2cccc(C(F)(F)F)c2)nc2ccccc12
  -11%	-16%	?	-4%	1%	-1%	-1%	-2%	4%	-7%	-8%
Cc1cc(Br)ccc1NC(=O)CNC(=O)COc1ccccc1C
  14%	-28%	·	·	-1%	-1%	·	1%	·	-1%	-5%
CC1CCCN(S(=O)(=O)c2ccc(S(=O)(=O)NC(C)c3cccs3)cc2)C1 (configuration not stated)
  2%	-31%	-4%	11%	4%	6%	30%	0%	2%	-3%	3%
Cc1cc(C(=O)Cn2nc(C(=O)O)c3ccccc3c2=O)c(C)n1CC(F)(F)F
  2%	25%	2%	23%	?	18%	2%	3µM*	1%	16%	5%
CCNC(=O)c1cccc(S(=O)(=O)N2CCCCCC2)c1
  3%	-25%	-8%	0%	-6%	-6%	36%	-1%	0%[11.5 µM]	0%	-10%
CC(C)CC(c1nnnn1Cc1ccco1)N1CCN(C2CCCC2)CC1 (configuration not stated)
  -2%	-13%	-11%	1%	3%	1%	-19%	1%	3%	3%	17%
O=C(NCCc1ccc(F)cc1)C(=O)NCC1CCCN1S(=O)(=O)c1cccs1 (configuration not stated)
  -5%	-20%	·	·	-2%	-7%	·	-1%	·	-8%	-4%
CSc1nsc(SC)c1C(=O)Nc1ccc(C(C)(C)C)cc1
  -2%	-10%	?	-3%	13%	16%	42%	11µM*	-11%	0%	-2%
NC(=O)c1c(NC(=O)C2CCCO2)sc2c1CCCC2 (configuration not stated)
  -1%	34%	17%	0%	25%	18%	2%	?	-2%	?	?

Next compounds.
| molecule | uPA generation | BRCA1 expr up | VP16 counter | CXXC DNA block | Rab9 prom act | NPC1 promoter act | RORgamma inh | FLuc modulator | MBNL1-CUG inh | ELG1 genotox | p53 reactivation |
| --- | --- | --- | --- | --- | --- | --- | --- | --- | --- | --- | --- |
| Cc1cc(C)n2nc(C(=O)OC(C)C(=O)c3cc(C)c(C)cc3C)nc2n1 (configuration not stated) | -2% | 28% | · | · | -1% | 3% | · | -1% | · | -9% | 0% |
| O=C(CSc1ccc2c(c1)OCCO2)N1CCN(c2ccccc2)CC1 | 9% | 14% | · | · | -7% | -4% | · | 1% | · | -7% | 5% |
| CC(C)CCSc1nc(N2CCOCC2)c2c(c1C#N)CC(C)(C)OC2 | · | -34% | -3% | 1% | 4% | -1% | -1% | 0% | 2% | 0% | ? |
| COc1ccccc1NC(=O)COC(=O)c1ccc(S(=O)(=O)NCc2ccco2)cc1 | 1% | -9% | 3% | 1% | -2% | -2% | 11% | 12µM* | 3% | -2% | 4% |
| CCn1c(Cc2cccc3ccccc23)nnc1SCC(=O)Nc1nccs1 | -4% | 0% | ? | 11% | 1% | -2% | 14µM* | 3% | 4% | -4% | -21% |
| O=C(COC(=O)C1CC2C=CC1C2)NCc1ccccc1Cl (configuration not stated) | 4% | 11% | -7% | 2% | -7% | 1% | -1% | -2% | -9% | 3% | 4% |
| Cc1onc(-c2ccccc2Cl)c1C(=O)N1CCOC12CCCCC2 | 3% | 2% | 2% | 2% | 1% | 0% | 2% | -1% | -8% | -8% | -3% |
| Cc1cc(C)c(C)c(S(=O)(=O)Nc2ccc(OCC(=O)O)cc2)c1C | 5% | 10% | 1% | 0% | 3% | 0% | -15% | 5% | 2% | 0% | -6% |

Other compounds follow.
| molecule | uPA generation | BRCA1 expr up | VP16 counter | CXXC DNA block | Rab9 prom act | NPC1 promoter act | RORgamma inh | FLuc modulator | MBNL1-CUG inh | ELG1 genotox | p53 reactivation |
| --- | --- | --- | --- | --- | --- | --- | --- | --- | --- | --- | --- |
| COc1ccc([C@H]2CC(=O)C=C(c3cccc(Cl)c3)C2)cc1OC | 10% | 12% | · | · | 2% | -4% | · | 3% | · | 0% | -5% |
| Cc1cc(C)nc(SC2CCCCC2NS(=O)(=O)c2ccccc2)n1 (configuration not stated) | -1% | 1% | -6% | -8% | -4% | -4% | -4% | 2% | · | 0% | -5% |
| Cc1cccc(C)c1N(CC(=O)N1CCOCC1)S(C)(=O)=O | 0% | -2% | 1% | -9% | 5% | -2% | -28% | 1% | 5% | 2% | · |
| COc1ccc(CC(=O)N/N=C(\C)CC(=O)Nc2cccc(F)c2)cc1 | 3% | -3% | 9% | 8% | 3% | 0% | -9% | 1% | -3% | 1% | -1% |
| Cc1cc(C)c2c(C)nn(-c3ccccc3)c2n1 | -3% | -14% | -12% | 4% | -3% | 0% | ? | 2% | -9% | ? | 8% |
| COc1ccc(/C=C/CN2CCCC(CCC(=O)NCc3ccc(F)c(F)c3)C2)cc1 (configuration not stated) | -3% | -33% | -4% | 10% | -7% | -5% | -13% | 6% | -6% | 0% | -2% |

Grouped by structure, the entries above with a CF3 group.
| molecule | uPA generation | BRCA1 expr up | VP16 counter | CXXC DNA block | Rab9 prom act | NPC1 promoter act | RORgamma inh | FLuc modulator | MBNL1-CUG inh | ELG1 genotox | p53 reactivation |
| --- | --- | --- | --- | --- | --- | --- | --- | --- | --- | --- | --- |
| O=c1[nH]c(Cc2cccc(C(F)(F)F)c2)nc2ccccc12 | -11% | -16% | ? | -4% | 1% | -1% | -1% | -2% | 4% | -7% | -8% |
| Cc1cc(C(=O)Cn2nc(C(=O)O)c3ccccc3c2=O)c(C)n1CC(F)(F)F | 2% | 25% | 2% | 23% | ? | 18% | 2% | 3µM* | 1% | 16% | 5% |

Screening data from PubChem BioAssay.

The list is partial, so the mix of outcomes need not match the whole.
